Assay outcomes: PubChem BioAssay, several laboratories
Furin inhibitor – blocks human furin protease activity; 0.061% of 220,000 active; inhibition, % at 30 µM; AID 463115; purified furin, fluorogenic substrate cleavage; P09958; in the data active = inhibition above about 25%; also: inactives centre near -15
Target sequence (P09958 108-714 limits assumed): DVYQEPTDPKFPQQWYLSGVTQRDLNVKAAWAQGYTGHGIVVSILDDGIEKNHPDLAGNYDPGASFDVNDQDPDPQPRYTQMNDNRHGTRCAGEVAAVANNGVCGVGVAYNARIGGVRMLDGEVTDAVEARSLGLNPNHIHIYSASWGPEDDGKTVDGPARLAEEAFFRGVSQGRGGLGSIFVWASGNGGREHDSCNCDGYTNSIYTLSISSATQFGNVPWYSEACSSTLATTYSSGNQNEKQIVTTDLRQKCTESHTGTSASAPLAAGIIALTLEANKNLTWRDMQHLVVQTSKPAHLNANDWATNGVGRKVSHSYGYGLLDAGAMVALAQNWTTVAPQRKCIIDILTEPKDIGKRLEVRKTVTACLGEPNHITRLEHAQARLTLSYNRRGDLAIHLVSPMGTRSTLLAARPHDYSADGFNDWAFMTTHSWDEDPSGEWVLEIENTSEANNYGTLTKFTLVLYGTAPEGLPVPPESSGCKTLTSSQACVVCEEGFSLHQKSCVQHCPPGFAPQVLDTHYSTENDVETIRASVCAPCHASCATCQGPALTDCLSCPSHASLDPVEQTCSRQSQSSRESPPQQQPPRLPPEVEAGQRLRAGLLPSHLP
BaF3 tox – parental Ba/F3 viability inhibition as JAK2V617F counter-screen; CellTiter-Glo ATP luminescence; inhibition, % at 5.6 µM; 1.1% of 220,000 active; AID 1486;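 active = inhibition above a per-campaign cutoff, the mean inhibition of all tested compounds plus 3 SD, cut at about 27% in these data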;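 also: 0% = DMSO wells and 100% = JAK Inhibitor I control wells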
PPC-1+TRAIL kill – kills PPC-1 cancer cells in the presence of TRAIL | PPC-1 cells + TRAIL, ATPLite viability luminescence | cell killing (% activity), % at 4 µM | 0.41% of 220,000 active;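 active = cell killing above 50% in the first pass at 4 µM, then a duplicate retest at 5 µM averaging 50% or more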;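 also: plate controls were cells with TRAIL plus DMSO for no effect and medium-only wells lacking cells for full effect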
p97 ATPase inh – blocks human p97 ATPase activity. P55072. recombinant p97 ATPase, Kinase-Glo ATP luminescence, 3 h. inhibition, % at 8 µM. 0.42% of 220,000 active; in the data active = inhibition above about 15%;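 also: 0% = DMSO vehicle and 100% = wells lacking enzyme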
Tb hexokinase – T. brucei hexokinase 1 inhibition. recombinant TbHK1, G6PDH-coupled NADH A340. inhibition, % at 10 µM. 0.11% of 220,000 active. AID 1430;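 active = inhibition of 50% or more in the single-dose primary screen; inactive = inhibition below 50%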
Ba/F3 V617F tox – lowers viability of Ba/F3 cells expressing EpoR and JAK2V617F. ATP luminescence. inhibition, % at 5.6 µM. 1.1% of 220,000 active;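 active = inhibition above the campaign mean plus 3 SD over all tested compounds, cut at about 24% in these data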;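 also: cytokine-independent growth of Ba/F3 cells driven by EpoR plus mutant JAK2; 0% = DMSO-treated cells and 100% = JAK inhibitor I control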
EP2 antag – blocks the human prostaglandin E2 receptor EP2; C6 glioma cells expressing human EP2, cAMP TR-FRET; cells stimulated with saturating PGE2; P43116; 0.52% of 260,000 active; inhibition, % at 25 µM;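 active = percent inhibition above 40 after rounding to a whole number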;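 also: rat C6 glioma host cells with rolipram phosphodiesterase inhibitor present; the protocol text gives 20 µM as final concentration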
RBBP9 inh – inhibitors of human serine hydrolase RBBP9. O75884. recombinant RBBP9, FP-Rh probe fluorescence polarization. inhibition, % at 7.94 µM. 0.2% of 220,000 active. AID 1515;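 active = inhibition above the campaign mean of all tested compounds plus 3 SD, cut at about 14% in these data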;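 also: plate controls were DMSO wells with RBBP9 for no effect and wells lacking RBBP9 protein for full effect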
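System: RBBP9 protein | Quantity: 2.5 µM RBBP9 dispensing solution, before mixing | Reagent: FP-Rh probe, 375 nM dispensing solution | Timing: Enzyme-compound preincubation 30 min, then probe labeling 45 min, 25 °C | Measured by: Fluorescence polarization | Read-out: % inhibition | Replication: One well per compound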
p47phox inh – blocks human p47phox regulatory protein of NADPH oxidases. P14598. p47phox/p22phox peptide binding, fluorescence polarization, 2 h. inhibition, % at 24.7 µM. 0.53% of 220,000 active. AID 1274;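 active = inhibition above about 30%, limit read from the data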;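 also: 0% = p47phox with labelled peptide and 100% = labelled peptide alone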
Target sequence (P14598 whole entry, looked up): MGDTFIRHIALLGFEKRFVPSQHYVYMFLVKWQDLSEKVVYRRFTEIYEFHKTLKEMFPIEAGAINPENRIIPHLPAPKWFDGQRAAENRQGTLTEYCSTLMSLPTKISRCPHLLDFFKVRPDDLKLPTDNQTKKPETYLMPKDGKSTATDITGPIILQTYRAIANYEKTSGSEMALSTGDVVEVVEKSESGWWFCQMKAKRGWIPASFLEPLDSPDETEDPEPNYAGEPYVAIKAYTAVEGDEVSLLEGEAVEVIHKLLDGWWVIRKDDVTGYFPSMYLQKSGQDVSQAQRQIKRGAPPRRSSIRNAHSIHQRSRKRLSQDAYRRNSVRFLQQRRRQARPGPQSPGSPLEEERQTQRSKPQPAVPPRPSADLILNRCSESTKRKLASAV
Active calls of the source: *; x = not tested or not shown; & = joins results of further samples; [ ] = another dose, or the depositor's remark. This is a subset. The share of hits here may be higher or lower than overall.

Below each compound – Ba/F3 V617F tox, p47phox inh, BaF3 tox, Tb hexokinase, EP2 antag, Furin inhibitor, p97 ATPase inh, RBBP9 inh, PPC-1+TRAIL kill
CC(C)c1ccc(NC(=O)N2CCc3ccccc3C2)cc1
→ -3.9, -12.7, 2.4, 0.1, 8.5, -11.2, 4.7, -0.2, 10.4
COC(=O)Cc1ccc(OCc2ccc(Cl)nc2)cc1
→ 4.5, 1.1, 5.8, -2.1, 4.7, -16.7, -5.2, -0.5, 15.6
CC(=O)NC(NC(=S)Nc1c(C)n(C)n(-c2ccccc2)c1=O)C(Cl)(Cl)Cl (stereo unspecified)
→ 0.9, -5.3, 1.9, 3.1, 2.2, -10.0, -0.6, -4.8, 17.7
Cc1ccc(/C=N/NC(=O)Cn2cnc3c2c(=O)n(C)c(=O)n3C)s1
→ -0.1, -6.7, 4.5, -18.9, 10.2, -30.7, 6.5, -6.1, 7.3
CCCC[n+]1ccn(C2=C([O-])c3ccccc3C(=O)/C2=N\S(=O)(=O)c2ccc(Cl)cc2)c1
→ 5.3, -1.5, -1.2, -12.7, 13.0, -7.1, -8.0, -12.7, 20.4
Cc1ccc2cc(/C=C3\N=C(c4ccccc4)OC3=O)c(N3CCOCC3)nc2c1
→ -5.5, -9.9, -1.7, -11.9, 26.6, -3.5, 2.1, -7.1, -3.0
CC1Cc2ccccc2N1C(=O)c1cccnc1 (stereo unspecified)
→ -3.5, 0.4, 2.0, -2.9, 5.0, -23.1[20 µM], 5.6, -12.5, 6.9
CCCC(O)(CCN1CCCCC1)c1ccc(OCC)cc1 (stereo unspecified)
→ -0.6, -5.0, 6.7, -5.2, 8.6, -21.9, -4.3, -3.9, 15.0
COc1cccc(Cl)c1NC(=O)N1CCc2c([nH]c3ccccc23)C1C(F)(F)F (stereo unspecified)
→ 2.4, -6.0, 1.0, 4.3, 10.3, -14.5, -0.6, -17.9, 1.2
COCC(=O)Nc1cc(C(=O)NCC(C)C)ccc1Cl
→ 3.4, -4.2, 9.3, 7.0, 3.0, -1.3, -4.9, 3.9, 23.7
Cc1nc2ccc(-c3ccccc3)cc2o1
→ 1.2, -5.2, 3.3, -3.8, 10.9&14.7, -29.2, -1.6, -7.0, 10.6
O=C(N/N=C/C(Br)=C/c1ccccc1)c1cnccn1
→ -2.8, 2.9, -4.5, -136.1, 3.0, 4.9, 2.6, -7.3, -4.2
COC(=O)C1=C(O)/C(=C\c2cc(C)n(-c3ccc(F)cc3)c2C)N=C1C
→ -1.5, -79.1, 1.2, -14.3, 4.4, -10.2, 4.2, -0.5, 6.6
COc1ccccc1NC(=S)N(Cc1ccccc1)Cc1cccs1
→ -2.3, -6.2, 0.1, 2.1, 5.1, -24.5, 0.6, 5.0, 11.9
CCCOn1nnnc1-c1ccccc1
→ -3.6, -16.1, 2.8, 1.2, 16.2, 12.2[20 µM], 6.2, -0.8, 18.7
COc1ccc(-c2ncccc2OC(=O)C23CC4CC(CC(C4)C2)C3)cc1
→ 5.6, -0.1, 6.1, -2.6, 3.1, -40.7, -8.8, -2.8, 25.5
O=C(NC1CCCC1)C(c1ccc(N2CCOCC2)cc1)N(Cc1ccccc1)C(=O)c1ccco1 (stereo unspecified)
→ -0.4, -2.2, -2.6, -0.4, 11.3, -23.4, 1.3, 3.8, -4.6
COc1ccc(S(=O)(=O)NCC2CCCN(C(=O)c3ccco3)C2)cc1 (stereo unspecified)
→ -3.4, -3.4, 1.1, 4.7, 10.2, -24.4, 7.7, -1.4, 21.9
COCCCn1c(=NC(=O)c2ccncc2)c(C#N)cc2c(=O)n3cccc(C)c3nc21
→ 3.3, -10.6, 7.8, -1.9, 19.8, 12.0, -7.7, -9.6, 27.3
CC1CCN(C(c2cccs2)c2nnnn2Cc2ccccc2)CC1 (stereo unspecified)
→ 2.4, -1.2, 6.4, 10.0, 10.4&5.0, -4.0[20 µM], -4.0, -9.4, 4.1
CCC(C)NC(=O)c1cc(-c2ccccc2O)on1 (stereo unspecified)
→ -1.8, -16.0, 2.3, -5.6, 7.1, -15.6, 3.7, -6.7, 2.3
COc1ccc(Cl)cc1S(=O)(=O)NCc1cccnc1
→ -3.8, -8.6, 3.1, 5.7, 9.2, -29.5[20 µM], 8.4, -7.4, 2.4
COc1cc(/C=N/n2cnnc2)ccc1OC(=O)c1ccco1
→ 4.0, -9.2, 10.1, -10.7, 7.9, -22.6, -1.1, -1.8, 2.7
CSc1ccccc1NC(=O)NCCCl
→ 0.6, 3.6, 2.7, -2.9, 3.3, -20.7, -1.5, -4.4, 1.0
CC(C)COP(=O)(OCC(C)C)C(Nc1ccccc1)c1ccc2c(c1)OCO2 (stereo unspecified)
→ 2.5, -6.9, -1.8, -2.5, x, -20.4[20 µM], -8.4, -5.5, 16.6
COC(=O)[C@@H]1CC[C@H](C)[C@@H](c2ccc(C)cc2)N1C(=O)c1ccc(/C=N/OCC[C@@H]2C=C[C@H](OC(C)=O)[C@@H](COC(C)=O)O2)cc1
→ -3.7, -8.8, -2.1, -2.5, x, 0.1, -5.1, -12.2, 26.5
CC(=O)N1CCN(c2ccc(NC(=O)c3cccc(OCc4ccccc4)c3)cc2)CC1
→ 1.1, -8.5, 2.7, -7.4, 12.7, -13.8, 3.3, -4.9, 13.0
NNC(=O)c1sccc1OCc1cccc(C(F)(F)F)c1
→ -0.1, 0.0, 3.5, 1.3, 20.6, -21.3, 4.6, -7.5, -14.3
Cn1c(C(=O)NCCc2ccsc2)cc2c(=O)n(C)c3ccccc3c21
→ -0.9, -0.6, 2.4, -6.2, 9.9, -21.2, -2.5, 0.8, 6.3
O=C(COC(=O)C1CCN(/C=C/C(=O)C(F)(F)F)CC1)Nc1cccc(F)c1
→ 2.1, -3.6, 5.3, -23.3, 13.0, 2.6, 2.5, -4.2, 10.2
CN1CCCN(C(=O)/C=C/c2ccc(F)cc2)CC1
→ -3.1, -8.8, 5.7, 0.9, 5.7, -10.3, 2.5, -2.5, 17.1
CCOC(=O)c1c(NC(=O)CCc2ccc(CC)o2)sc(C)c1C
→ -5.5, -13.5, 4.7, 9.1, 13.1, -8.2[20 µM], -1.2, 0.8, -1.0
CC(=O)/C(=N\Nc1ccc(C)cc1)Sc1nncn1C
→ 0.7, -11.3, 6.1, -6.0, 6.0, 16.8, -5.2, -3.1, -3.2
Cc1noc(NS(=O)(=O)c2ccc(N/C=C/C(=O)c3cccnc3)cc2)c1C
→ 1.3, -14.2, 5.5, -24.9, 6.4, -13.5, 1.9, -0.6, 10.0
Cc1nn(C)cc1C(C(=O)NC1CCCCC1)N(C(=O)Cc1cccs1)c1ccc(F)cc1 (stereo unspecified)
→ 3.9, -5.4, 6.9, 36.1, 12.8&7.7, -1.1, -5.7, -8.6, 14.7
CC(C)(C)NC(=O)C1CCC(CNc2c(N3CCCCC3)c(=O)c2=O)CC1 (stereo unspecified)
→ -2.3, -4.0, 1.2, -1.3, 13.8, -22.6, 3.6, -5.0, -1.0
Cc1ccc(C)c(NC(=S)NNC(=O)c2cc3c(s2)CCC(C)C3)c1 (stereo unspecified)
→ 0.1, -1.2, 8.4, 6.4, 5.4, -4.2, 0.0, -2.1, 3.9
N#C/C(=C\c1ccccc1)C(=O)OCC(=O)N1CCCC1
→ 0.0, -8.4, 5.0, -0.4, 3.1, -26.7, 3.9, -2.5, -8.3
CC(Sc1nc(-c2ccc(F)cc2)cs1)C(=O)Nc1ccc(Cl)cn1 (stereo unspecified)
→ 3.5, -4.4, 11.0, 34.9, 4.1, -7.9, -6.1, 3.2, 8.2
CN1CCN(c2ncnc3c2sc2nc(N4CCOCC4)c4c(c23)CCC4)CC1
→ 1.0, x, 0.2, -27.7, x, -22.5[20 µM], 1.5, 1.2, x
CN(C)C(=O)c1cc(F)ccc1Sc1cc(Cl)ccc1Cl
→ -0.7, -16.4, 0.1, -6.6, 5.4, -12.2[20 µM], -4.5, -5.4, 15.6
COc1ccc(-n2c(SCC(=O)Nc3nccs3)nc3sc4c(c3c2=O)CCN(C)C4)cc1
→ -1.1, -30.4, 6.4, -27.6, 12.9, -10.1, 3.4, -15.3, 3.0
Cc1cc(C)[n+](-c2ccc(C(C)C)cc2)c2[nH]c(=O)[nH]c(=O)c12
→ -0.3, -6.2, -2.5, -21.4, 9.9, -135.7, -0.3, 0.9, 19.6
CCCCN(CCCC)c1nc(-c2ccncc2)nc2ccccc12
→ 0.2, -9.5, -1.5, -9.0, 7.8, -7.0, -7.4, -5.4, 12.4
Cc1ccc(C(C(=O)NC(C)(C)C)N(CC2CCCO2)C(=O)Cn2nnc(-c3ccc(C)o3)n2)cc1 (stereo unspecified)
→ 0.1, -20.5, 2.0, 34.9, 5.4, -9.5, -4.0, -6.4, -12.9
c1cncc(-c2nnc(SCCSc3nnc(-c4cccnc4)o3)o2)c1
→ -0.4, x, 2.0, -4.6, x, -23.6[20 µM], -3.7, 1.3, x
COC(=O)C1C(=O)C2=C(CC1C)NC(=O)CC2c1ccc(O)c(OC)c1 (stereo unspecified)
→ 0.3, -6.0, 3.4, -2.7, 13.0, -20.6, 1.3, -7.7, 16.7
Nc1cc(Cl)nc(N/N=C/c2ccccc2[N+](=O)[O-])n1
→ 7.3, -9.1, 4.8, -10.3, 23.5, 6.6[20 µM], -1.6, -12.8, 0.3

Nothing new here: 12 of the compounds above.
Below each compound – Ba/F3 V617F tox, p47phox inh, BaF3 tox, Tb hexokinase, EP2 antag, Furin inhibitor, p97 ATPase inh, RBBP9 inh, PPC-1+TRAIL kill
Cc1ccc(C)c(NC(=S)NNC(=O)c2cc3c(s2)CCC(C)C3)c1 (stereo unspecified)
→ 0.1, -1.2, 8.4, 6.4, 5.4, -4.2, 0.0, -2.1, 3.9
N#C/C(=C\c1ccccc1)C(=O)OCC(=O)N1CCCC1
→ 0.0, -8.4, 5.0, -0.4, 3.1, -26.7, 3.9, -2.5, -8.3
CC(Sc1nc(-c2ccc(F)cc2)cs1)C(=O)Nc1ccc(Cl)cn1 (stereo unspecified)
→ 3.5, -4.4, 11.0, 34.9, 4.1, -7.9, -6.1, 3.2, 8.2
CN1CCN(c2ncnc3c2sc2nc(N4CCOCC4)c4c(c23)CCC4)CC1
→ 1.0, x, 0.2, -27.7, x, -22.5[20 µM], 1.5, 1.2, x
CN(C)C(=O)c1cc(F)ccc1Sc1cc(Cl)ccc1Cl
→ -0.7, -16.4, 0.1, -6.6, 5.4, -12.2[20 µM], -4.5, -5.4, 15.6
COc1ccc(-n2c(SCC(=O)Nc3nccs3)nc3sc4c(c3c2=O)CCN(C)C4)cc1
→ -1.1, -30.4, 6.4, -27.6, 12.9, -10.1, 3.4, -15.3, 3.0
Cc1cc(C)[n+](-c2ccc(C(C)C)cc2)c2[nH]c(=O)[nH]c(=O)c12
→ -0.3, -6.2, -2.5, -21.4, 9.9, -135.7, -0.3, 0.9, 19.6
CCCCN(CCCC)c1nc(-c2ccncc2)nc2ccccc12
→ 0.2, -9.5, -1.5, -9.0, 7.8, -7.0, -7.4, -5.4, 12.4
Cc1ccc(C(C(=O)NC(C)(C)C)N(CC2CCCO2)C(=O)Cn2nnc(-c3ccc(C)o3)n2)cc1 (stereo unspecified)
→ 0.1, -20.5, 2.0, 34.9, 5.4, -9.5, -4.0, -6.4, -12.9
c1cncc(-c2nnc(SCCSc3nnc(-c4cccnc4)o3)o2)c1
→ -0.4, x, 2.0, -4.6, x, -23.6[20 µM], -3.7, 1.3, x
COC(=O)C1C(=O)C2=C(CC1C)NC(=O)CC2c1ccc(O)c(OC)c1 (stereo unspecified)
→ 0.3, -6.0, 3.4, -2.7, 13.0, -20.6, 1.3, -7.7, 16.7
Nc1cc(Cl)nc(N/N=C/c2ccccc2[N+](=O)[O-])n1
→ 7.3, -9.1, 4.8, -10.3, 23.5, 6.6[20 µM], -1.6, -12.8, 0.3
